Source: PubChem
yeast bub3 = NCI yeast anticancer drug screen, S. cerevisiae bub3 mutant strain; % growth inhibition at 50 µM; 78,000 compounds, 9.9% hits; AID 167;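 further: 0% = growth of vehicle-only cultures of the same strain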
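Whole-cell yeast assay. The mutant strain was incubated with compounds, and growth inhibition was determined by comparison with vehicle-treated cells.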
yeast rad50 = NCI yeast anticancer drug screen, S. cerevisiae rad50 strain. 79,000 compounds, 10% hits. AID 155. % growth inhibition at 50 µM;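 further: 0% = growth of vehicle-only cultures of the same strain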
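Vehicle-treated cultures provide the reference for the growth inhibition reported for compound-exposed, repair-deficient yeast.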
yeast cln2 rad14 = NCI yeast anticancer drug screen, S. cerevisiae cln2 rad14 strain; % growth inhibition at 50 µM; AID 165; 78,000 compounds, 8.3% hits;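 further: 0% = growth of vehicle-only cultures of the same strain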
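The screen exposed genetically defined yeast (cln2 rad14) to test compounds and scored growth inhibition relative to vehicle-treated controls.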
yeast mec2-1 = NCI yeast anticancer drug screen, S. cerevisiae mec2-1 strain; % growth inhibition at 50 µM; 79,000 compounds, 9% hits;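 further: 0% = growth of vehicle-only cultures of the same strain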
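Vehicle-treated cultures served as reference for growth inhibition of compound-exposed mec2-1 yeast.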
mlh1 rad18 = NCI yeast anticancer drug screen, S. cerevisiae mlh1 rad18 strain. growth inhibition, % at 50 µM. 79,000 compounds, 11% hits. AID 175;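 further: 0% = growth of vehicle-only cultures of the same strain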
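In this whole-cell yeast screen, a strain with altered DNA damage repair is challenged with compound, and its growth is measured against matched vehicle-treated controls.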
yeast sgs1 mgt1 = NCI yeast anticancer drug screen, S. cerevisiae sgs1 mgt1 strain; % growth inhibition at 50 µM; 78,000 compounds, 10% hits; AID 161;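 further: 0% = growth of vehicle-only cultures of the same strain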
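Read-out: growth inhibition vs vehicle controls. Cells: mutant yeast strain deficient in DNA damage repair.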
* marks the source's active call; other numbers are inactive results; & = joins results of further samples; ! = not active in a repeat. No stated cut-off is given here; in the data, active means growth inhibition above about 70%; inactive means the rest.

structure	yeast bub3	yeast rad50	yeast cln2 rad14	yeast mec2-1	mlh1 rad18	yeast sgs1 mgt1
CC[O-].CC[O-].O=C([CH-]C(=O)c1cccnc1)c1ccccc1.O=C([CH-]C(=O)c1cccnc1)c1ccccc1.[Ti+4]	-11.6	-0.1	-16.2	19.8	-8.4	-19.9
CCCCCCCCCC(O)CC(=O)c1c(O)cccc1O (stereo not given)	82.1*	69.8	86.2*	77.2*	78.7*	82.8*
COc1cc2c(cc1OC)C(CS(C)=O)Cc1cc(OC)c(OC)cc1N(C)CCC2 (stereo not given)	-1.6	10.5	10.6	19.4	29.9	14.2
Cc1cc(=O)c2cccc(CC(=O)O)c2o1	-1.2	7.0	4.7	9.6	8.2	11.3
N#Cc1nn(C2OC(COC(=O)c3ccccc3)C(OC(=O)c3ccccc3)C2OC(=O)c2ccccc2)c2nc[nH]c(=O)c12 (stereo not given)	-25.8	10.1	-32.1	10.2	27.4	10.5
[N-]=[N+]=Nc1ccc(NCCS(=O)(=O)O)c([N+](=O)[O-])c1	-1.2	20.6	7.8	14.2	26.6	22.7
C=CCn1c2c(c3ccccc3c1=O)C(=O)c1ccccc1-2	-8.5	43.9	30.9	-6.5	-49.9	1.7
COC1=C(NCC(C)C)C(=O)C(OC)=C(NCC(C)C)C1=O	3.2	-3.0	-57.7	8.8	-12.1	1.7
COn1c(-c2ccccc2)nc2c1C(=O)N(C)CN2C	-6.9	-14.2	-47.8	1.7	5.4	7.3
CCCc1cc(=O)oc2c3c(c4c(c12)OC(C)(C)CC4)O[C@@H](C)[C@H](C)[C@H]3O	87.8*!	80.1*!	88.7*!	90.0*!	85.9*!	89.6*!
CCOC(=O)c1[nH]n(-c2ccccc2)c(=O)c1/C=N/C(=S)N=Nc1c(O)[nH]c2ccccc12	-15.8	-2.3	28.1	-23.4	-35.7	-22.6
CCOC(=O)NC(C)CC(C)NC(=O)OCC (stereo not given)	0.9	20.2	-24.9	2.8	19.6	11.4
c1ccc(-c2ccc[n+](CCCC[n+]3cccc(-c4ccccn4)c3)c2)nc1	1.2	5.5	-7.2	-4.9	9.3	-6.0
COC(=O)C1=C(NC(=O)Nc2ccc(OC)cc2)OC(C)(C)C1c1ccc(Cl)cc1 (stereo not given)	24.1	25.9	3.8	41.7	43.4	30.4
CCCCCCCN(CCCCCCC)CC(=O)NC(=O)c1ccccc1	99.3*	99.4*	96.8*	97.2*	99.3*	99.5*
CC(C)(CO)C(O)C(=O)NCCS(=O)(=O)O (stereo not given)	21.9&9.1	-16.3&-6.8	-11.9&-14.0	-1.8&-4.3	-27.3&-3.1	3.4&15.2
CC1=CC(=O)N2[C@H](OC[C@@H]2C(C)C)O1	-20.2	6.4	14.7	-2.4	9.5	2.1
Cc1nc(Nc2ccccc2)sc1C(=O)NNc1ccc([N+](=O)[O-])cc1[N+](=O)[O-]	43.0	12.6	28.4	40.2	66.2	60.8
CC1(CO)COC(c2ccccc2)=N1 (stereo not given)	-1.3	4.7	-8.9	2.9	0.8	4.5
Clc1ccc(N=CNc2ccc(Cl)cc2)cc1	43.2	-10.2	-14.2	-2.9	-2.4	-6.5
O=C(c1ccccc1)c1c(O)c2ccccc2oc1=O	-4.5	-13.6	-16.8	-24.0	-4.5	-8.0
Cc1cccc(NC(=O)/C=C/C(=O)O)c1	-29.6	-31.9	-20.9	-41.0	-45.1	-17.9
CC1=CC(=O)C2C(C)(C)CCCC2(C)C1(O)CCc1ccoc1 (stereo not given)	89.7*	96.2*	92.2*	88.0*	96.8*	93.4*
COC1=C(OC)C(=O)C(Sc2ccc3ccccc3c2)=CC1=O	91.2*	89.4*	85.8*	93.3*	89.6*	91.8*
CCCCCCCCCCCCCCCCCC[N+](C)(C)Cc1c(Cl)c(Cl)c(Cl)c(Cl)c1Cl	24.6	10.8	-18.9	8.9	1.6	20.4
COC(=O)CCC(=O)CC(=O)C(=O)Nc1ccc(F)cc1	-15.6	3.2	-2.6	3.8	7.8	-1.7
CC(=O)OCc1cocc1COC(C)=O	-4.1	-17.2	-3.2	-36.0	8.3	20.4
CC(=O)c1ccc2c(c1)CCc1ccccc1-2	30.4	12.5	52.5	-8.9	15.9	36.1
O=c1cc([O-])[n+](C2OC(CO)C(O)C2O)c2sccn12 (stereo not given)	-2.5	10.2	-0.5	9.2	-2.8	16.6
O=C(O)/C(=C(\CO)c1ccccc1)c1ccccc1	3.2	7.2	24.4	9.2	26.7	11.0
COc1cc2c3c(c1OC)-c1[nH]c4ccccc4c1C1CCCN(CC2)C31 (stereo not given)	-16.4	-54.9	-29.9	-19.9	-11.7	-20.4
O=C1OC(c2ccc(F)cc2)CC1CN1CCOCC1 (stereo not given)	24.3	0.5	27.3	12.6	38.5	30.6
CC(C)(C)c1cc(-c2cc(C(C)(C)C)nc(N)n2)nc(N)n1	-35.3	-4.9	-18.7	-14.1	-16.4	-14.0
CCCCCOc1ccc(C(=O)OC)cc1	-0.1	-25.9	-22.8	-5.2	-20.0	6.2
O=C1CCC/C1=C/c1ccco1	-13.2	-5.6	-39.0	0.6	26.6	-1.4
CC(c1ccc([N+](=O)[O-])cc1)n1cnc2c(N(CCO)CCO)ncnc21 (stereo not given)	-12.2	6.3	-3.7	-1.1	-0.5	-13.7
Cc1cccc2cccnc12	-36.1&6.0	-2.0&10.7	-6.3&6.8	-9.7&5.2	0.8&8.7	-20.4&-0.7
Oc1ccccc1C(c1ccccc1O)C(Cl)(Cl)Cl	98.2*	95.7*	95.0*	98.5*	98.0*	97.3*
Cc1ccc(C)c([N+](=O)[O-])c1	6.2	51.1	-7.1	17.6	28.2	13.8
CCNc1cc2c(cc1O)CC[C@@H]1[C@@H]2CC[C@]2(C)[C@@H](O)CC[C@@H]12	17.1	-33.5	-15.9	32.5	6.0	-22.4

Reprinted from the part before: four entries; new compounds follow.
structure	yeast bub3	yeast rad50	yeast cln2 rad14	yeast mec2-1	mlh1 rad18	yeast sgs1 mgt1
Cc1cccc2cccnc12	-36.1&6.0	-2.0&10.7	-6.3&6.8	-9.7&5.2	0.8&8.7	-20.4&-0.7
Oc1ccccc1C(c1ccccc1O)C(Cl)(Cl)Cl	98.2*	95.7*	95.0*	98.5*	98.0*	97.3*
Cc1ccc(C)c([N+](=O)[O-])c1	6.2	51.1	-7.1	17.6	28.2	13.8
CCNc1cc2c(cc1O)CC[C@@H]1[C@@H]2CC[C@]2(C)[C@@H](O)CC[C@@H]12	17.1	-33.5	-15.9	32.5	6.0	-22.4
CN(NC(=O)/C(=C/C=C/c1ccccc1)NC(=O)c1ccccc1)C1=C(Cl)C(=O)[N+](c2ccccc2)=CC1	70.4*	58.1	15.8	35.2	84.4*	79.8*
Cc1nc2ccc3c(ccc4nc(C)c(N=Nc5ccc(C(=N)N)cc5)c(O)c43)c2c(O)c1N=Nc1ccc(C(=N)N)cc1	93.3*	93.8*	87.0*	95.6*	90.7*	85.2*
Cc1cccc(Cl)c1N=Nc1c(C)nn(C(N)=S)c1C	-0.6	29.8	-33.0	8.8	17.1	38.0
FC(F)(F)C(F)(F)C(F)(F)c1nnnn1-c1ccccc1	-13.3	10.8	3.3	-0.8	-17.1	-17.1
O=P(O)(O)c1ccc(I)cc1	-20.3	10.5	0.8	-30.6	-5.9	-12.4
COc1cccc2c1CCC(=O)C2	-44.8	-31.7	8.0	-44.8	-18.3	-35.1
CCOC(=O)Nc1ccc(C(=O)O)c(O)c1	-11.8	12.3	-49.4	-6.2	21.8	2.3
O=C(CN1C(=O)c2ccccc2C1=O)NC1CCCCC1	17.9	-16.6	-1.4	-5.8	-14.7	-1.1

Remaining list, next part:
| mol | yeast bub3 | yeast rad50 | yeast cln2 rad14 | yeast mec2-1 | mlh1 rad18 | yeast sgs1 mgt1 |
| --- | --- | --- | --- | --- | --- | --- |
| COc1cc(N=Nc2ccccc2C(=O)O)cc(/C=N\NNC(N)=S)c1O | 19.8 | 23.4 | 19.5 | 9.2 | 12.4 | 19.0 |
| Cc1ccc2c(/C=C/c3ccc(N(C)C)cc3)ccc(C(C)C)cc1-2 | -22.2 | -5.4 | 1.8 | -41.3 | -53.2 | 19.1 |
| O=C1CSC(=S)N1c1cccc(Cl)c1 | 70.2* | 40.5 | 19.4 | 86.0* | 91.7* | 79.6* |
| Cc1cc2nc(C(O)C(O)C(O)C(O)c3nc4cc(C)c(C)cc4[nH]3)[nH]c2cc1C (stereo not given) | -8.7 | 18.9 | -1.2 | 3.4 | -0.8 | -9.2 |
| COC(=O)c1c2c(cc3c1CC1(Cc4cc5c(cc4C1)CCCC5)C3)CCCC2 | -5.8 | -6.3 | 12.3 | -16.4 | 7.3 | -21.9 |
| CC(=O)NCC1OC2COC(c3ccccc3)OC2C(NC(=O)c2ccccc2)C1OC(=O)c1ccccc1 (stereo not given) | 7.5 | 22.4 | 6.7 | 11.8 | 91.3* | 2.3 |
| CC(=O)NCC1C(=O)Nc2ccccc21 (stereo not given) | 2.2 | 22.8 | 1.8 | -2.6 | 7.4 | -6.0 |
| CN1CCC23c4ccccc4NC1C21CCN(C)C3Nc2ccccc21 | 3.5 | 4.8 | 14.8 | -18.1 | 6.8 | 6.6 |
| CS(=O)(=O)NC(=O)C[P+](c1ccccc1)(c1ccccc1)c1ccccc1 | -1.1 | -2.8 | 5.4 | -18.5 | -12.7 | -7.2 |
| C/C(=N\O)c1cccs1 | -0.2 | 3.8 | -8.9 | -4.0 | -1.4 | -6.0 |
| C#CCN(C)C(=O)Nc1ccccc1 | -5.2 | -6.7 | -86.8 | -6.3 | 12.2 | -6.5 |
| O=c1nc(NCc2ccco2)ccn1C1OC(CO)C(O)C1O (stereo not given) | -0.2 | 12.3 | 13.9 | 9.4 | 14.6 | 12.6 |
| FC(F)(F)C1(F)C(F)(F)C(F)(F)C(F)(F)C(F)(F)C1(F)F | -24.1 | 16.3 | -96.2 | -39.1 | 27.9 | -5.0 |
| C=CCCCCCCCCC(=O)Nc1cc(Cl)ccc1C | -10.8 | -0.2 | -22.9 | -5.0 | -2.7 | -10.4 |
| N#C/C(=C\c1ccc(C#N)cc1)C(=O)c1ccccc1 | 9.9 | 10.5 | 19.0 | 0.9 | 18.9 | 16.4 |
| COc1ccc2c(c1)N=C(NNC1=Nc3cc(OC)ccc3SC1)CS2 | -4.7 | -9.1 | -14.9 | 3.1 | 3.9 | 14.4 |
| COc1ccc(/C=C2\CCC(C)(CN(C)C)C2=O)cc1Br (stereo not given) | 65.7 | 55.9 | 36.5 | 34.2 | -19.7 | 68.9 |
| c1ccc(-c2nnnn2-c2ccccc2)cc1 | 5.4 | -0.5 | -7.5 | -2.8 | 17.7 | 7.9 |
| Cc1ccccc1/C1=C/CCCCCC1 | 19.5 | -8.1 | -21.6 | 11.3 | -5.0 | -10.4 |
| CCNC(C)(C)C(S)c1ccc(Cl)s1 (stereo not given) | 8.0 | 12.1 | -15.2 | 14.6 | 13.6 | 21.9 |
| O=C(O)c1nnsc1-c1csnn1 | -57.5 | -11.4 | -5.7 | -12.1 | -18.5 | -18.2 |
| Cn1c(=O)c2[nH]c(CCCCc3nc4ccccc4[nH]3)nc2n(C)c1=O | -13.1 | -2.1 | -1.6 | -21.1 | 5.5 | -31.9 |
| COC(=O)c1cc(C)ncc1C#N | 3.0 | 0.5 | 0.3 | 1.1 | 8.0 | -4.7 |
| CCOC(=O)C(NC(=O)C(c1ccccc1)c1ccccc1)(OCC)OCC | 1.6 | 10.2 | -2.6 | -2.0 | 6.4 | -1.9 |
| ClC1=C(Cl)C2(Cl)C3C(c4ccc(I)cc4C4C3C3(Cl)C(Cl)=C(Cl)C4(Cl)C3(Cl)Cl)C1(Cl)C2(Cl)Cl (stereo not given) | 20.6 | 14.6 | 14.1 | 15.4 | 16.9 | 8.8 |
| COc1ccc(CCNC(=S)N/C=C(\C#N)S(=O)(=O)c2ccc(C)cc2)cc1OC | -19.8 | 6.0 | 3.5 | -0.6 | -11.6 | 4.5 |
| CCc1nnc(CC)n1N1C(=O)CCC1=O | 24.8 | 24.1 | 11.1 | 28.1 | 21.7 | 26.2 |
| C1=CC2=CC=CC3c4nc5ccc6ccccc6c5nc4C(=C1)C23 (stereo not given) | -2.5 | 11.4 | 4.2 | -9.3 | 8.8 | -0.9 |
| C=C(C)C1CC=C(C)C(O)([C@@]2(O)C[C@H](C(=C)C)CC=C2C)C1 (stereo not given in full) | -1.1 | -8.9 | 3.5 | -2.4 | 5.5 | 9.4 |
| CC(C)=NOCCOC(=O)C(c1ccccc1)c1ccccc1 | 96.6* | 80.7* | 39.6 | 75.0* | 89.0* | 92.0* |

Not a hit list; 15% or so of the library scored in one or more.
